High-throughput results from PubChem BioAssay.
MOR-DOR ag: agonists of OPRM1-OPRD1 heterodimerization, primary screen, cell-based, luminescence; cells; activation, % at 9.3 µM; hit rate 0.3% among 340,000; AID 504326, 2011; in the data active means activation above about 18%;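 further: 0% = vehicle-treated cells and 100% = reference agonist; values of inactives mirror those of a sister screen read the other way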
Mot1-301 SUMO: yeast Mot1-301 growth rescue at high temperature, primary screen, SUMOylation pathway inhibitor project, S. cerevisiae, ATP luminescence, 38.5C; hit rate 1% among 320,000; growth rescue, % at 18.8 µM; AID 2716, 2010; S. cerevisiae Mot1-301 growth rescue; percent above DMSO median, 100 means doubled;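 active means every valid replicate shows activation above 250% relative to neutral control wells; inactive means the rest, any valid replicate at or below 250%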;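 further: OY570 slx delta 5 strain wells were the positive control but not used for scaling; some compounds called inactive have numbers as strong as hits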
HTR5A ag ctr: HTR5A agonists in luminescence cell assay, primary screen, counter-screen for OPRM1-OPRD1 heterodimer agonist project, full-deck HTS; 5-hydroxytryptamine receptor 5A (Homo sapiens), P47898; cell-based; activation, % at 9.3 µM; hit rate 0.61% among 340,000; AID 504692, 2011; in the data active means activation mostly above about 9.5%, no sharp cut-off; inactive means mostly below about 7.6%;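 further: 0% = cells with vehicle only and 100% = reference agonist; strong numbers were not always called active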
Ecoli viability: E. coli V3065 growth inhibition, primary screen, counter-screen for AddAB inhibitor project, absorbance, OD600; 18 h; inhibition, % at 11.9 µM; hit rate 0.27% among 330,000;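 active means inhibition above the campaign's mean inhibition across all tested compounds plus 3 SD, cut at about 9.9% in these data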;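 further: uninfected addAB+ strain grown without phage in ampicillin broth; 0% = DMSO wells and 100% = ciprofloxacin 0.95 µg/ml wells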
phage Ecoli inh: growth loss of phage-infected E. coli, primary screen, RecBCD inhibitor project, absorbance, with phage, HTS; inhibition, % at 11.9 µM; hit rate 0.26% among 360,000; AID 651602, 2012; in the data active means inhibition above about 11%
HTR5A inv ctr: HTR5A inverse agonists in luminescence cell assay, primary screen, counter-screen for OPRM1-OPRD1 heterodimer inverse agonist project, full-deck HTS; 5-hydroxytryptamine receptor 5A (Homo sapiens), P47898; hit rate 0.083% among 340,000; HTR5A cell line, inverse agonism; inhibition, % at 9.3 µM; in the data active means inhibition mostly above about 23%, no sharp cut-off; inactive means mostly below about 18%;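 further: 0% = cells with DMSO and 100% = no-cell wells with DMSO; some compounds called inactive have numbers as strong as hits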
PKA-R1A act: activators of PKA-R1A holoenzyme, primary screen, biochemical, fluorescence polarization, Cy5-IP20, bovine R1A, mouse PKAc | cAMP-dependent protein kinase type I-alpha regulatory subunit (Bos taurus) + … | PKA-R1A dissociation; scaled: DMSO 0%, 113 µM cGMP 100% | activation, % at 11.4 µM | hit rate 0.083% among 340,000 | AID 504707, 2011;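 active means percent activation above the mean of all tested compounds plus 3 SD, cut at about 19% in these data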;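 further: higher means more PKAc released from R1A so a rise in polarization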
DSG3 Ab inh: inhibitors of pemphigus antibody binding to DSG3, primary screen, biochemical, bead-based, flow cytometry, scFv-GFP | Desmoglein-3 (Homo sapiens), P32926 | DSG3-coupled beads, scFv-anti-DSG3-GFP binding; hits give low values | binding (percent of control), % at 10 µM | hit rate 0.48% among 310,000 | AID 588358, 2011;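 active means binding more than 3 SD below its plate's average and above zero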;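 further: hits lower antibody fragment binding to DSG3; some compounds called inactive have numbers as strong as hits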
Target sequence (P32926 whole entry, looked up, the tested form may be a part): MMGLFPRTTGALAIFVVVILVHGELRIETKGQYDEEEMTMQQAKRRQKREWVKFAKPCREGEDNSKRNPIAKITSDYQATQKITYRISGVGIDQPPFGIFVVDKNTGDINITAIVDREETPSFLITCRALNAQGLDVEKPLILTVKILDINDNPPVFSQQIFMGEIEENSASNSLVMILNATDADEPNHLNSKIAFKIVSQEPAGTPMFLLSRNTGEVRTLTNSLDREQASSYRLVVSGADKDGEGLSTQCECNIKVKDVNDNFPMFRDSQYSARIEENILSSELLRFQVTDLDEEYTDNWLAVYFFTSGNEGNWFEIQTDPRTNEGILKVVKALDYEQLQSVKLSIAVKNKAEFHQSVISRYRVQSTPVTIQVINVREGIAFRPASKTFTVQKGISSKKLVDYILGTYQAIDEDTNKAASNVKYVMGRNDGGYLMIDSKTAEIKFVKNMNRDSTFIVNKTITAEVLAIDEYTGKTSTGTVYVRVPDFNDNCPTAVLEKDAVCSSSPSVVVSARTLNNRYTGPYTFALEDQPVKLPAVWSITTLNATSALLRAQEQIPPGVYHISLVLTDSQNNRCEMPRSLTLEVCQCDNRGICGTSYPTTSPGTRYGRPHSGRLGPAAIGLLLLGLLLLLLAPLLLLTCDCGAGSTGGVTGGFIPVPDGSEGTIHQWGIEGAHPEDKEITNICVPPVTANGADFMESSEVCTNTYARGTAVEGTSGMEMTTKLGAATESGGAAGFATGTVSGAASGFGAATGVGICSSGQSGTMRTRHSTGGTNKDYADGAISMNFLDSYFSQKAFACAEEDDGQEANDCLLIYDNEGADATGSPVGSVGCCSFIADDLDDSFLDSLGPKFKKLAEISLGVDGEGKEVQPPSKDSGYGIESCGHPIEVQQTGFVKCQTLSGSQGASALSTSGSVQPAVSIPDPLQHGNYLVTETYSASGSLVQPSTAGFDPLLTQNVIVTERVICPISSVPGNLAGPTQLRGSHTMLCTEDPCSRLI
AddAB inh: growth inhibition of E. coli expressing H. pylori AddAB, primary screen, AddAB inhibitor project, absorbance; hit rate 0.29% among 330,000; inhibition, % at 11.9 µM; AID 435030, 2010; in the data active means inhibition above about 12%;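 further: 0% = vehicle wells of infected cells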
OPRM1-OPRD1 inv: inverse agonists of MOR-DOR heterodimerization, primary screen, cell-based, luminescence; Mu-type opioid receptor (Homo sapiens) + Delta-type opioid receptor (Homo sapiens), …; cell-based MOR-DOR heterodimer luminescence, inverse agonism; inhibition, % at 9.3 µM; hit rate 0.21% among 340,000; in the data active means inhibition above about 22%, passing the limit was not always enough;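 further: 0% = cells with DMSO and 100% = wells without cells with DMSO; values of inactives mirror those of a sister screen read the other way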
PfHsp90 set2: growth inhibition of PfHsp90-expressing yeast, primary screen, antimalarial PfHsp90 inhibitor project, S. cerevisiae, BacTiter-Glo luminescence, single point, set 2 | hit rate 0.32% among 310,000 | BacTiter-Glo ATP, 48 h; yeast lacking PDR1 and PDR3 efflux regulators | AID 504621, 2011 | inhibition, % at 9.4 µM;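 active means every replicate shows inhibition above about 80%, whatever the replicate mean, limit read from the data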;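 further: 0% = DMSO neutral controls and 100% = 20 µM radicicol positive controls; yeast relying on Plasmodium falciparum Hsp90 in place of its own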
The depositor's hits bear a star; / = no result given; & = joins results of further samples. An unsorted share of the library; overall some 3.2% were active at least once.

Start of the data: the first two records, ahead of the listing:
SMILES	MOR-DOR ag	Mot1-301 SUMO	HTR5A ag ctr	Ecoli viability	phage Ecoli inh	HTR5A inv ctr	PKA-R1A act	DSG3 Ab inh	AddAB inh	OPRM1-OPRD1 inv	PfHsp90 set2
OC1CCC(NC(=S)Nc2ccc(SC(F)F)cc2)CC1 (stereo unspecified)	-1.8	39	1	1.7	3.0	-9	-5	101	1.2	9	8
COc1ccccc1NC(=O)c1ccc(-n2cccn2)c([N+](=O)[O-])c1	-1.5	-5	-3	0.9	3.6	8	-3	104	0.3	8	-29

The listing (from the top)
SMILES	MOR-DOR ag	Mot1-301 SUMO	HTR5A ag ctr	Ecoli viability	phage Ecoli inh	HTR5A inv ctr	PKA-R1A act	DSG3 Ab inh	AddAB inh	OPRM1-OPRD1 inv	PfHsp90 set2
OC1CCC(NC(=S)Nc2ccc(SC(F)F)cc2)CC1 (stereo unspecified)	-1.8	39	1	1.7	3.0	-9	-5	101	1.2	9	8
COc1ccccc1NC(=O)c1ccc(-n2cccn2)c([N+](=O)[O-])c1	-1.5	-5	-3	0.9	3.6	8	-3	104	0.3	8	-29
O=C(NC1CCN(Cc2ccccc2)CC1)c1ccccc1OCc1ccccc1	5.3	-5	-1	1.2	2.1	4	-3	107	0.3	-27	-9
CCN=c1scc(-c2ccc3c(c2)NC(=O)CO3)n1N=C1CCCC1	-0.4&1.0	1	-1&0	-1.9	1.7&0.5	2&1	9&-2	136&107	-0.9	2&-5	2&-28
N#C/C(=C\c1ccc(O)c(Br)c1)C(=O)N1CCCCC1	-4.0	0	-4	2.6	-1.3	13	-10	116	4.5	20	2
CCOP(=O)(OCC)C(NC(=O)c1ccc(OC)cc1)c1ccccc1 (stereo unspecified)	-0.9	3	0	-0.4	2.2	4	-1	108	-1.4	5	23
COc1ccc(-n2c(=O)c3c4c(sc3n(CC(=O)Nc3cc(C)[nH]n3)c2=O)CCCC4)c(OC)c1	-2.1	0	6	-1.1	0.9	-18	3	98	-0.1	11	2
CCn1c(SCC(=O)NCc2ccc3c(c2)OCO3)nnc1-c1ccncc1	-1.1	17	1	2.4	1.3	-17	5	100	4.2	6	3
COc1ccc(CCNC(=O)C2CC(=O)N(CCc3ccccc3)C2)cc1OC (stereo unspecified)	0.2	22	-2	2.6	2.1	7	-5	99	0.0	-1	-19
CCCn1ncc(CN2CCN(CCc3ccccc3)C(CCO)C2)c1C (stereo unspecified)	3.3	0	4	1.8	1.8	-10	6	107	6.5	-24	0
C=CCOc1cccc(CNCc2ccncc2)c1	-1.0	12	-4	/	1.9	7	5	98	/	5	-8
CCN1CCN(c2cc(C)c3cc(NC(=S)NCCN(C)C)ccc3n2)CC1	-1.4	44	1	-1.0	2.6	-4	-2	96	-1.3	7	21
CC(C)(C)C(O)C(Cc1ccccc1Cl)n1cncn1 (stereo unspecified)	-2.0	30	-4	-1.3	1.6	15	5	96	-3.7	11	92*
CCCN1CCN(CCCNC(=O)c2ccc3c(=O)n(CCc4ccccc4)c(=O)[nH]c3c2)CC1	0.0	-4	-2	-2.1	-0.1	9	-6	93	2.5	0	9
COC(=O)c1c(NC(=O)Cc2ccccc2)sc2c1CC(C)(C)NC2(C)C	0.1	-9	8	0.1	6.3	-23	-6	104	-0.2	-1	-8
CC(=O)Nc1c2c(nn1-c1ccc(C)cc1)CSC2	-1.0	-5	4	0.7	0.9	-34	6	98	1.8	5	3
COc1ccc2c(c1)c(C(C)=O)c(C)n2CCc1ccccc1	-1.1	163	-2	0.0	0.6	5	1	93	3.7	5	-12
O=C(CCCc1nc2ccccc2s1)N1CCN(c2ccccc2F)CC1	-1.3	6	3	-3.0	3.2	-14	-8	86	-2.4	8	18
CCCNS(=O)(=O)c1ccc(OCC(=O)NCc2ccco2)cc1	-2.1	637	2	-2.6	3.4	6	7	97	1.5	11	/
COc1cccc(N(CC(=O)NCC2CCCO2)C(=O)CCC(=O)Nc2nccs2)c1 (stereo unspecified)	-4.0	-10	3	1.9	2.7	-8	0	98	4.2	21	-36
COc1ccccc1NS(=O)(=O)c1ccc(C(=O)N2CCN(c3ccccn3)CC2)cc1	-0.8	-14	-1	-2.6	-0.2	3	-2	/	1.9	3	8
O=C(NCCCCNC(=O)c1cccnc1)c1cccnc1	-3.5	-16	1	1.9	1.2	-13	-2	103	0.7	17	10
COc1ccc(-c2ccc(-c3noc(C(C)C)n3)c(OC)n2)cc1	4.1	-4	8	2.7	1.7	-20	-7	97	2.9	-20	12
Cc1ccc(S(=O)(=O)/N=C(/Nc2nc(C)cc(C)n2)N2CCOCC2)cc1	-3.3	7	4	0.2	2.6	-9	-1	97	2.5	16	-25
Cc1ccc(OCc2nnc(SCC(=O)NC3CCCCC3)n2C)cc1	-0.8	/	6	-0.4	3.4	-15	-13	100	1.3	4	-5
COc1ccc(OC)c(S(=O)(=O)N2CCC(C(=O)N3CCN(c4ccc(F)cc4)CC3)CC2)c1	2.3	-4	-2	/	3.9	-13	-2	105	/	-13	-2
COc1ccc(N2CC(C(=O)NCCc3ccc(OC)c(OC)c3)CC2=O)cc1 (stereo unspecified)	-2.0	-8	2	1.7	1.6	1	1	99	1.3	9	-34
O=C(CSc1nc(-c2ccccc2)cc(=O)[nH]1)NCc1ccc2c(c1)OCO2	-0.4	-4	4	-2.6	1.3	-12	10	68*	-1.9	2	3
COc1ccc(C2NC(=O)NC(C)=C2C(=O)OCC2CCCCC2)cc1OC (stereo unspecified)	0.1	65	-3	1.4	0.2	11	0	97	-0.2	-1	-11
CCCc1nc(NCc2ccco2)c(C#N)c2c1COC(C)(C)C2	-3.6	-4	8	-1.2	1.3	-23	-6	/	-4.5	20	-22
Cc1c(Cl)cccc1NC(=O)Cn1nnc(C(=O)NCc2cccs2)c1N	2.3	415	0	0.9	1.2	15	1	82	0.3	-12	-48
CSc1nnnn1-c1ccc(C)c(Cl)c1	-3.6	-6	0	-3.0	1.8	-45	2	116	-0.5	19	14
Clc1ccc(-c2nnc(-c3ccccc3)o2)cn1	-0.7	0	6	/	1.4	-21	3	94	/	3	3
C=CCSc1nc2c(c(=O)[nH]1)C(C(C)C)C(C#N)=C(N)O2 (stereo unspecified)	-3.6	-1	0	2.3	4.2	0	6	110	5.4	18	-5
Cc1n[nH]c(=O)nc1N/N=C/c1cccs1	-3.0	-7	2	2.1	-1.5	-5	-8	97	1.8	15	4
Cc1cc2c(SCC(=O)NCC3CCCO3)ncnc2s1 (stereo unspecified)	2.7	/	4	/	-0.7	-27	-6	/	/	-17	6
COc1cccc(/C=C/c2nc3c(cnn3-c3ccccc3)c(=O)[nH]2)c1	-2.2	-16	-4	0.4	2.8	-9	5	102	1.0	11	-49
CC1=CC(c2ccc(Cl)cc2)n2nc(NC(=O)CCCC(=O)O)nc2N1 (stereo unspecified)	-4.8	145	8	0.1	1.7	-29	0	96	-1.3	24	10
Cc1cccc(NC(=O)CSc2nc3c(c(=O)[nH]2)CCCC3)c1C	-2.4	137	2	0.9	0.9	-2	0	97	2.2	14	-4
Cc1ccc(C(=O)N(CC(=O)NC2CCCC2)c2ccccc2Cl)s1	-1.6	58	-4	2.3	2.6	-12	8	96	1.4	10	-4
Nc1cc(Cl)ccc1N1CCCCC1	2.8	-10	2	1.3	2.8	-19	-7	97	2.2	-15	14
O=c1oc2ccccc2cc1-c1csc(NN=C2CCCCC2)n1	-0.8	29	-1	-1.1	-1.8	2	-6	101	-0.1	5	-12
COc1ccc(C2CC(=O)c3cnn(-c4nc(C)cc(C)n4)c3C2)cc1OC (stereo unspecified)	-2.7	-6	13	-2.5	-0.2	-6	-1	92	-2.8	14	6
CC[C@@]1(C(=O)OC)N[C@H](CN(C)C(=O)Nc2ccccc2)[C@@H]2C(=O)N(Cc3ccccc3)C(=O)[C@@H]21	-3.4	/	1	-1.1	-2.0	-4	1	81	2.4	16	5
S=C(NCCCN1CCOCC1)Nc1ccc(Cl)c(Cl)c1	1.9	195	-4	-1.7	3.5	14	1	97	1.1	-11	-2
COc1ccccc1OCCNC(=O)C1CCN(C(C)=O)CC1	-2.1	-10	3	0.3	1.4	-9	-6	117	-0.4	11	-7
S=C(NCC1CCCCC1)Nc1cccnc1	0.7	-21	2	-2.3	3.2	-14	-4	78	4.3	-4	18
CCC(=O)c1ccc(OCC(O)CNCc2ccc(F)cc2)cc1 (stereo unspecified)	0.0	15	4	1.6	4.1	-15	-7	104	2.0	0	-3
O=C(Nc1cccc(C(=O)NC2CCCCC2)c1)c1ccccc1	-1.6	15	1	-1.1	0.0	-3	2	110	4.2	9	21
CCOc1ccc(NC(=O)CN(C)C(=O)CN2C(=O)C3CCCCC3C2=O)cc1OCC (stereo unspecified)	-1.3	15	2	0.0	0.3	1	-12	98	1.0	5	6
CCCN(CCC)S(=O)(=O)c1ccc(NC(=O)c2cc(C(=O)OC)cc([N+](=O)[O-])c2)cc1	0.0	0	-2	0.2	-0.5	2	-6	99	1.6	0	10
COCCNC(=S)N1CCN(c2nc(-c3ccc(Cl)cc3)cs2)CC1	0.9	-10	10	-1.6	-0.9	-4	-14	108	2.7	-4	-5
O=C1CSC(c2ccccn2)N1c1ccccc1 (stereo unspecified)	-2.6	-21	-3	2.1	4.3	-5	-12	103	1.9	14	-6
O=C(NCc1ccc2c(c1)OCO2)c1cc(-c2ccccc2)nn1CC1CC(c2cccnc2)=NO1 (stereo unspecified)	-1.2	-3	-4	-0.7	-1.2	1	3	97	2.3	7	-4
O=C(CN1CCN(Cc2ccccc2Cl)CC1)N/N=C/c1cccs1	/	3	/	-1.0	2.4	/	/	110	0.3	/	/
Cc1ccc(C(=O)Nc2nc(-c3ccccc3)c(-c3ccccc3)o2)cc1	0.4	-9	2	-5.7	0.8	-7	-11	91	1.0	-3	-37
O=C(C1=C(O)C(=O)N(CCc2ccccc2)C1c1cccnc1)c1ccco1 (stereo unspecified)	-3.1	-10	4	-0.5	1.7	1	1	90	-0.5	19	-3
